From PubChem BioAssay
PI4K2A block: inhibitors of human PI4K2A | Q9BTU6 | 420,000 compounds, 0.13% hits | activity change, negative = inhibition, % at 76.9 µM | purified PI4K2A, ADP-Glo luminescence, 1 h; stronger effect = lower value | AID 1346378; in the data active = activity change below about -50%; inconclusive = mostly about -30% to -49%;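 also: -100% = wells without enzyme as full effect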
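In this quantitative HTS, ADP production by PI4K2A was quantified luminescently after 1 h at ambient temperature; 100 microM adenosine served as plate-quality control.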
HP1b chromo inh: HP1-beta chromodomain-methylated histone interaction inhibition | P83916 | AlphaScreen HP1-beta / biotin-H3K9me3 peptide binding | Potency, µM (doses to about 114 µM), for the others: top-dose activity change, negative = inhibition, hits mostly inhibitors | 390,000 compounds, 0.56% hits | AID 540317; also: potency is read from the fitted curve at half-maximal effect; nearly all actives have a fitted effect of over 70% in size; inactives centre near 23
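HP1-beta protein (50 nM final) preincubated 30 min at room temperature with biotinylated H3(1-18)K9me3 peptide (50 nM) in PBS pH 7.4, 0.01% Tween-20, then compound added for 30 min. AlphaScreen streptavidin donor/nickel chelate acceptor beads (10 ug/mL final), 30 min dark, luminescence read.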
Pol eta inh: blocks human DNA polymerase eta activity; Q9Y253; 390,000 compounds, 1.2% hits; AID 588591; Potency, µM (highest dose often 114 µM), for the others: at the top dose activity change, negative = inhibition, usual class: inhibitors; recombinant Pol eta, fluorescent DNA replication assay; also: potency is read from the fitted curve at half-maximal effect; % is scaled to controls: 0 for no effect and ±100 for the full control effect
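Fluorescent replication assay: 50 nM final substrate added after a 15 min room-temperature compound preincubation with 10 nM enzyme. Signal taken at 0 min and again at 10 min.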
G9a block: blocks human histone lysine methyltransferase G9a; Potency, µM (doses to about 102 µM), for the others: at the top dose activity, negative = inhibition, hits mostly inhibitors; G9a H3K9 monomethylation, AlphaScreen, 2 h; 350,000 compounds, 8.8% hits; Q96KQ7; also: potency is read from the fitted curve at half-maximal effect; % is scaled to controls: 0 for no effect and ±100 for the full control effect; nearly all actives have a fitted effect of over 75% in size
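Signal arises when biotinylated H3K9 peptide, once monomethylated, bridges streptavidin donor and antibody-captured acceptor beads. Enzyme at 20 nM was preincubated 15 min with test compounds; peptide 500 nM and SAM 20 uM then reacted for 2 h.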
Tb PGK inh: blocks T. brucei phosphoglycerate kinase; P07378; PGK/GAPDH coupled, Kinase-Glo luminescence, 60 min; Potency, µM (top dose mostly 57.5 µM), for inactives: top-dose activity change, negative = inhibition, usual class: inhibitors; 380,000 compounds, 0.043% hits; also: potency is read from the fitted curve at half-maximal effect; % is scaled to controls: 0 for no effect and ±100 for the full control effect; nearly all actives have a fitted effect of over 60% in size
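Luminescent ATP detection (Kinase-Glo Plus) follows a 60-minute room-temperature incubation, with wells lacking PGK as controls. Buffer: 100 mM TEA (pH 7.6), 5 mM MgCl2, 0.01% Tween-20. Coupling enzyme GAPDH (100 nM final) supplies unstable 1,3-BPG in-well.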
GLS inh: blocks human kidney-isoform glutaminase activity; O94925; GLS enzymatic activity, qHTS titration; Potency, µM (doses to about 45.5 µM), for inactives: top-dose activity change, negative = inhibition, hits mostly inhibitors; 410,000 compounds, 0.21% hits; also: potency is read from the fitted curve at half-maximal effect; % is scaled to controls: 0 for no effect and ±100 for the full control effect
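hKGA; 45 mM KH2PO4 pH 8.2 + 0.02% Tween-20; cpd via pin tool; 1 mM Gln soln; GluOx/HRP/Amplex Red; RT 30 min; fluor. t0 & final.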
Pin1 inhibitor: human Pin1 inhibition; Pin1 FP peptide displacement, HiFluor488, 10 min; Potency, µM (top dose mostly 115 µM), for the others: at the top dose activity, negative = inhibition, hits mostly inhibitors; 390,000 compounds, 0.009% hits; Q13526; AID 504891; active = well fitted inhibition curve with a large enough effect in the polarisation, with a control signal flat, not every such curve was filed as active; inconclusive = small, poorly fitted or top-dose-only effect, or effect the other way, or a change in a side signal; inactive = no such curve, though single readings can be large or run the other way; the % refers to the polarisation; also: potency is read from the fitted curve at half-maximal effect; % is scaled to controls: 0 for no effect and ±100 for the full control effect
JMJD2A Tudor inh: blocks the human JMJD2A Tudor domain; AlphaScreen JMJD2A-Tudor / H3K4me3 peptide binding; AID 504339; Potency, µM (titrated, usually from 114 µM), for inactives: top-dose activity change, negative = inhibition, most hits filed as inhibitors; 390,000 compounds, 4.4% hits; O75164; also: potency is read from the fitted curve at half-maximal effect; % is scaled to controls: 0 for no effect and ±100 for the full control effect; nearly all actives have a fitted effect of over 50% in size
BAZ2B block: blocks human BAZ2B; AlphaScreen BAZ2B-H3K14Ac peptide displacement; Potency, µM (series often up to 114 µM), for inactives: top-dose activity change, negative = inhibition, most hits filed as inhibitors; 360,000 compounds, 4.4% hits; AID 504333; also: potency is read from the fitted curve at half-maximal effect; % is scaled to controls: 0 for no effect and ±100 for the full control effect; nearly all actives have a fitted effect of over 60% in size
Target sequence (Q9UIF8 whole entry, looked up): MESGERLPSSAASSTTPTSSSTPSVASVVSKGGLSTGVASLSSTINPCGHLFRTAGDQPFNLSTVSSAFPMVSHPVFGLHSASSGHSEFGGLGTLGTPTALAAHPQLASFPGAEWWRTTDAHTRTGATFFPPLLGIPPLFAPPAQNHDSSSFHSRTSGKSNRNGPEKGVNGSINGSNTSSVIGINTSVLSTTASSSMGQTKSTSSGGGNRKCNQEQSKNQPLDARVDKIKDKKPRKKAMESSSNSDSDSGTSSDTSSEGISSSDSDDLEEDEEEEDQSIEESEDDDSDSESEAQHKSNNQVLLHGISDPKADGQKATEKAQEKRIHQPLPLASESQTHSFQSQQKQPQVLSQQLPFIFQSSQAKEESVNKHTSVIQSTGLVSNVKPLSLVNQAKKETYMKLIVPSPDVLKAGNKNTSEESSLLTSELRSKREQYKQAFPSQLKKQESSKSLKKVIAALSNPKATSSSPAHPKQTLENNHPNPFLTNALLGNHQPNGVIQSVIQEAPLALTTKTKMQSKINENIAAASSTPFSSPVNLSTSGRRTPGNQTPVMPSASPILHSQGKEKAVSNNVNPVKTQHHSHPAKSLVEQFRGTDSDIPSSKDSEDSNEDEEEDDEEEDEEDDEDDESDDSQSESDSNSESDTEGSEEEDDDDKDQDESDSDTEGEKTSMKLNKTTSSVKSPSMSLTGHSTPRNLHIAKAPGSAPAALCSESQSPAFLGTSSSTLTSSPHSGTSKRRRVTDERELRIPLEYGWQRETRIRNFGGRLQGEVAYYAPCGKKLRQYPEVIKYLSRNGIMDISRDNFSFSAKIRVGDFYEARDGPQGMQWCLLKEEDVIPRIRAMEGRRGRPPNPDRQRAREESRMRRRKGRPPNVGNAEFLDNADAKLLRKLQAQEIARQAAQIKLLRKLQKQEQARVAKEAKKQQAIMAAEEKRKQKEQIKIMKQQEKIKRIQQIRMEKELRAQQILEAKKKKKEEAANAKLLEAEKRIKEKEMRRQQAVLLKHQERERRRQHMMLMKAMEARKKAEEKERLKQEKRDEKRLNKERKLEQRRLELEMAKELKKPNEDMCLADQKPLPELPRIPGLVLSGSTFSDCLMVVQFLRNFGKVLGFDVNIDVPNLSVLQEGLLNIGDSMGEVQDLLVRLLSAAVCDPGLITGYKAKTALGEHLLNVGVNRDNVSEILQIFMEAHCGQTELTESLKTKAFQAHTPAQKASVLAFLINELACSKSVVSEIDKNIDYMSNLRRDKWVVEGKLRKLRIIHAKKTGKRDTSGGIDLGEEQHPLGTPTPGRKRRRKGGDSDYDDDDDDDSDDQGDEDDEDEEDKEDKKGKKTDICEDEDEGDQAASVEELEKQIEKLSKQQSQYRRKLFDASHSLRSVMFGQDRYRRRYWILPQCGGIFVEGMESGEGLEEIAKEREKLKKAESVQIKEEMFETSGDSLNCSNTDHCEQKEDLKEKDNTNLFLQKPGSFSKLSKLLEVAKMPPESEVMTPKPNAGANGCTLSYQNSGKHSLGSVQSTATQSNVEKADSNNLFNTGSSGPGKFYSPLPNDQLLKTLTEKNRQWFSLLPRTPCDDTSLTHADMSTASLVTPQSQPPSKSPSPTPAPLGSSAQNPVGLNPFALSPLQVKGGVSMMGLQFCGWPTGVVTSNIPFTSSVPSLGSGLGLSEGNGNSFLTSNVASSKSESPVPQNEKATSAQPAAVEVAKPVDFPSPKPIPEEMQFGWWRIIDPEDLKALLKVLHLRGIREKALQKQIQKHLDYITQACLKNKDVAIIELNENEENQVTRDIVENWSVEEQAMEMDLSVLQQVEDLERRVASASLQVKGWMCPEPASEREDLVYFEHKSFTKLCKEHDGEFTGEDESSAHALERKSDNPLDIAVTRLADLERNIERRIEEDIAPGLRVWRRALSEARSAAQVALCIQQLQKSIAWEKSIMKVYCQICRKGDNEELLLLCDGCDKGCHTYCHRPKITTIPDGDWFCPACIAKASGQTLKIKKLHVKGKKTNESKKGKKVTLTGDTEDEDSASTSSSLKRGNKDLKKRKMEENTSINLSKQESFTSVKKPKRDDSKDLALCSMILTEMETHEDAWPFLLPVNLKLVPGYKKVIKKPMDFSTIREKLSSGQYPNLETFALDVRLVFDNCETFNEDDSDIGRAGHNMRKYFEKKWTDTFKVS
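BAZ2B (50 nM) with biotin-H3(5-23)K14Ac peptide (50 nM) in PBS pH 7.4, 0.01% Tween-20, preformed 30 min, then compound 30 min at room temperature; top concentration 110uM. AlphaScreen streptavidin donor/nickel chelate acceptor beads (10 ug/mL final), 20 min dark, signal read.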
Starred values were filed as active, the others as inactive; i = inactive; ? = inconclusive; / = no result given; & = joins results of further samples; [ ] = another dose, or the depositor's remark. Unless noted, calls follow the shape of the dose curve; as a rule, active = well fitted curve in the direction sought with a large enough effect; inconclusive = small, poorly fitted or top-dose-only effect, or another doubt; inactive = no such curve, though single readings can be large; an effect the other way counts as inactive or inconclusive.

PI4K2A block	HP1b chromo inh	Pol eta inh	G9a block	Tb PGK inh	GLS inh	Pin1 inhibitor	JMJD2A Tudor inh	BAZ2B block	SMILES
-8	13%	-8%	5%[59 µM]	-10%	4%	27%	-22%	-5%	COc1ccc(C2/C=C\CN(C(=O)C3CCCC3)[C@H](Cc3ccccc3)C(=O)N2Cc2ccc(F)cc2)cc1 (stereo partly drawn)
-10	23%	-5%	/	5%	-3%	1%	-14%	2%	CN1CCN(c2nc3c(c(=O)n(C)c(=O)n3C)n2CCSc2nc3ccccc3s2)CC1
2	26%	-6%	3%	2%	-1%	14%	-14%	-4%	COc1ccc(S(=O)(=O)N2CCOCC2)cc1NC(=O)c1ccc(=O)[nH]c1
0	-14%	-5%	45µM*	-8%	19%	-13%	?	?	O=C(CNCC1CCCO1)Nc1ccccc1N1CCCCCC1 (stereo not drawn)
-5	48%[activator]	?	18µM*	-4%	7%	?	-27%	?	CC(=O)c1c2c3c(cccc3n(C)c1=O)C(=O)c1ccccc1-2
-7	13%	-10%	14%[59 µM]	-3%	-11%	3%	-15%	-30%	Cc1nn2c(=O)cc(COC(=O)c3ccc(NC(=O)c4cccs4)cc3)nc2s1
-5	12%	8%	6%[12.7 µM]	-13%	0%	-1%	-27%	6%	Cc1cc(=O)n2nc(-c3ccccc3)sc2n1
0	6%	5%	-5%	-2%	-23%	2%	-10%	12%	COc1cc(/C=N\N=C2/SC(CC(=O)O)C(=O)N2c2ccc(O)cc2)ccc1O (stereo not drawn)
-3	-7%	?	/	-3%	-5%	-12%	89µM*	/	Cc1occc1C(=O)Nc1ccccc1NC(=O)c1ccoc1C
4	29%	-3%	8%[12.7 µM]	4%	22%	2%	-11%	-10%	CC(=O)Nc1ccc(S(=O)(=O)Nc2nc3ccccc3s2)cc1
-1	8%	-17%	5%	i	-4%	-2%	-10%	-23%	Cc1ccc(C(=O)NC2CCN(CC(=O)Nc3cccc([N+](=O)[O-])c3)CC2)cc1
1	0%	-4%	-20%[59 µM]	-1%	20%	1%	-17%	-14%	CCCN(CCC)C(=O)C1CCCN(S(=O)(=O)c2cc(Br)cc3c2N(C(=O)CC)CC3)C1 (stereo not drawn)

The final 2 entries of the section before open the next one:
PI4K2A block	HP1b chromo inh	Pol eta inh	G9a block	Tb PGK inh	GLS inh	Pin1 inhibitor	JMJD2A Tudor inh	BAZ2B block	SMILES
-1	8%	-17%	5%	i	-4%	-2%	-10%	-23%	Cc1ccc(C(=O)NC2CCN(CC(=O)Nc3cccc([N+](=O)[O-])c3)CC2)cc1
1	0%	-4%	-20%[59 µM]	-1%	20%	1%	-17%	-14%	CCCN(CCC)C(=O)C1CCCN(S(=O)(=O)c2cc(Br)cc3c2N(C(=O)CC)CC3)C1 (stereo not drawn)
-1	17%	-14%	0%[59 µM]	-7%	4%	-7%	-33%	-31%	O=C(N/N=C/C=C\c1ccccc1[N+](=O)[O-])c1cc(-c2ccccc2)nc2ccccc12
4	27%	0%	5%	5%	1%	-10%	-9%	3%	Cc1nc2ccccc2n1CC(=O)c1ccccc1
-2	21%	2%	18%[59 µM]	i	16%	2%	-24%	-13%	CCc1cccc(CC)c1NC(=S)Nc1ccc2cn[nH]c2c1
-2	8%	-22%	-29%[2.33 µM]	-10%	7%	-4%	-28%	-10%	NCCCn1c(C(=O)c2cc(Cl)c(N)c(Cl)c2)c2ccccc2[n+]1[O-]
-2	24%	-16%	11%[59 µM]	-9%	14%	45%[activator]	2%	17%	O=C(OCc1nnc(-c2ccccc2)o1)c1cn(-c2ccccc2)nc1-c1ccccc1
0	14%	-20%	/	-3%	-4%	2%	-4%	/	O=C(O)c1ccccc1-c1cc2ccccc2[nH]1
-1	21%	-4%	8%	5%	21%	0%	-3%	6%	CNC(=O)c1sc(-c2cccnc2)nc1C
-13	-9%&-11%	-9%	-47%[59 µM]	5%	10%	2%&8%	?	-38%	COc1cc(OC)c2c(-c3ccccc3)cc(=O)oc2c1C(CCN1CCCC1)c1ccc2c(c1)OCO2 (stereo not drawn)
-2	76%[activator]	-8%	-3%	-8%	-2%	45%[activator]	-7%	-1%	N#Cc1c(SCc2ccc(Cl)cc2)sc(C(=O)c2ccccc2)c1N
-6	1%	-15%	?	4%	0%	1%	-29%[11.4 µM]	-34%	O=[N+]([O-])c1ccccc1N/N=C/c1ccc2c(c1)OCO2
-10	14%	-7%	?	-1%	10%	-2%	-14%	-2%	Cc1[nH]nc2c1C(c1cn[nH]c1-c1ccc(F)cc1)C(C#N)=C(N)O2 (stereo not drawn)
2	54%[activator]	-23%	2%	-6%	-8%	39%[activator]	3%[57.1 µM]	12%	CCNC(=S)N1CCN(CC(=O)Nc2ccc(Br)cc2)CC1
2	78%[activator]	/	59%[activator][59 µM]	/	-6%	0%	-9%	27%	Cc1ccc(C(=O)c2c(N)c(C(=O)Nc3cccc(C(F)(F)F)c3)c3ccccn23)cc1
-1	2%	?	32µM*	i	10%	/	?	?	CCc1ccc(/C=C2\SC(=S)N(CCCC(=O)Nc3ccccc3C(=O)O)C2=O)cc1
-5	34%	0%	6%[12.7 µM]	-1%	-10%	23%	-11%	1%	N#Cc1c(-c2ccc(Cl)cc2)ccn2nc(C3CCCCC3)nc12
0	37%	-2%	-43%[59 µM]	-2%	-2%	2%	-30%	-31%	CC1CCc2nc(NC(=O)Cc3ccc(Cl)cc3)sc2C1 (stereo not drawn)
2	-1%	-8%	-49%	-9%	5%	-2%	-10%	50µM*	CC(=O)c1c(C)[nH]c(C(=O)OCc2cccc(C)c2)c1C
6	?	-13%	7.9µM*	-7%	-2%	-11%	56µM*	40µM*	CN1CCN(C(c2ccc(C(F)(F)F)cc2)c2ccc3cccnc3c2O)CC1 (stereo not drawn)
-2	8%	16µM*	?	-8%	-6%	?	-22%	?	O=C(COC(=O)C1CCCC1)Nc1ncc(Cl)cc1Cl
4	10%	-4%	-9%[59 µM]	i	-9%	-6%	-22%	-12%	COc1ccccc1N1CCN(c2ccc(-c3nc(-c4ccccc4C)no3)cc2[N+](=O)[O-])CC1
1	44%[activator]	-14%	5%	i	-1%	1%	-27%	5%	CSc1cccc(NC(=O)CN(C)S(=O)(=O)c2ccc(C)cc2)c1
-2	47%[activator]	-12%	-5%[59 µM]	-5%	2%	0%	-10%	9%	COC(=O)c1ccc(C)c(NC(=O)C2CC(=O)N(C3CCCC(C)C3C)C2)c1 (stereo not drawn)
1	-20%	-25%	?	-9%	-8%	-2%	?	50µM*	Cc1sc(N)nc1-c1ccc(Oc2ccccc2)cc1
4	0%	1%	/	i	10%	-1%	-20%	/	COc1cc(Br)ccc1NC(=O)c1ccccc1-c1ccccc1C(=O)O
0	22%	-7%	14%	10%	0%	6%	-1%	5%	O=C(O)C/C(=C\c1cc(Br)cs1)c1nc2ccccc2o1
-2	0%	6%	-7%	-2%	-1%	-3%	-9%	2%	CCN1CCN(CCCNC(=O)CNC(=O)c2nn(-c3ccc(OC)cc3)c(=O)c3ccccc23)CC1
2	4%	-4%	-3%[0.501 µM]	-1%	4%	3%	-16%	-5%	CC(C)CCN1CCN(Cc2cccn2-c2nccs2)CC1CCO (stereo not drawn)
-4	37%	-15%	2%[59 µM]	-10%	2%	0%	-13%	-2%	CC(=O)N1CCN=C1SCc1ccccc1F
2	26%	-2%	5%[59 µM]	-3%	-2%	-2%	-3%	4%	COc1ccc(CN(Cc2cc3cc(OC)c(OC)cc3[nH]c2=O)C(=O)NC2CCCCC2)cc1
-2	16%	-15%	3%	i	1%	-6%	-25%	-3%	CCc1ccc(Cc2cnc(NC(=O)C3=NCCN3)s2)cc1
-5	12%	?	/	-4%	0%	-1%	-15%	/	O=C(NN=Cc1cc(Br)c(O)c(Br)c1)c1ccccc1NS(=O)(=O)c1cccs1
7	70%[activator]	-15%	9%[59 µM]	-2%	-1%	5%	-19%	22%	CCC(C(=O)Nc1cccc(-c2nc3cccnc3s2)c1C)c1ccccc1 (stereo not drawn)
-1	-14%	-16%	-24%[12.7 µM]	0%	2%	9%	-12%	-25%	CSc1ccc(S(=O)(=O)NCC(=O)OCC(=O)N(C)Cc2ccccc2)cc1[N+](=O)[O-]
-21	-2%	-2%	4.5µM*	-10%	1%	-11%	-9%[57.1 µM]	-35%	c1cc2c3c(cccc3c1)NC1(CCCCCC1)N2
-4	32%[activator]	9%	13µM*	-4%	-2%	-2%	?	-15%	O=C(NCc1ccccc1)C(=O)Nc1nccs1
-3	41%	-8%	11%[59 µM]	-10%	-1%	4%	-11%	?	Nc1nc2ccccc2n1C(=O)c1ccco1
0	20%	-5%	-32%[59 µM]	-11%	6%	9%	-8%	-37%	CCOC(=O)N1CCN(S(=O)(=O)c2ccc(OCC)c3ccccc23)CC1
1	42%[activator]	1%	-49%	i	-10%	?	-4%	-11%	NC(=O)c1ccc(NC(=O)COc2ccc([N+](=O)[O-])cc2Cl)cc1
11	23%	-14%	8%[59 µM]	-7%	0%	?	1%	-3%	COC(=O)CNc1nc(-c2ccccc2F)nc2ccccc12

An excerpt, so the mix of outcomes need not match the whole.
